Screens from PubChem.
D2 antagonist = D2 dopamine receptor (human) antagonism; P14416; HEK293 TREx D2 cells, calcium flux, dopamine EC80; inhibition, % at 10 µM; hit rate 2% among 340,000; AID 485344; in the data active = inhibition above about 30%; also: 0% is about no effect
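Measurement of antagonist activity uses fluorescent calcium dye in inducible HEK293 T-REx D2 cells: 10 s baseline, compound addition with 180 s read, EC80 dopamine addition with a further 180 s read.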
Glioma ERSR ind = ER stress response induction in glioma; hit rate 0.02% among 420,000; Potency, µM, for the others: at the top dose activation, most hits filed as activators; U87-MG GRP78 promoter luciferase reporter, 16 h; also: potency is read from the fitted curve at half-maximal effect; series mostly up to about 76 µM; % of control where 0% means no effect; nearly all actives have a fitted effect of over 35% in size
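Stably transfected U87-MG glioma cells carrying a GRP78-based luciferase sensor; 16 h compound incubation. Luminescence end-point read 10 min after Bright-Glo addition at room temperature.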
RGS4 inh = human RGS4 inhibition. Potency, µM (series often up to 114 µM), inactives show top-dose activity change, negative = inhibition, usual class: inhibitors. P49798. AID 504845. hit rate 0.039% among 390,000. Transcreener GDP fluorescence polarization, RGS4-accelerated GTP hydrolysis; also: potency is read from the fitted curve at half-maximal effect; % is scaled to controls: 0 for no effect and ±100 for the full control effect; nearly all actives have a fitted effect of over 75% in size; some results filed as inactive show a strong effect at the top dose
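MLSMR compounds (23 nl, pin-transferred) preincubated 10 min at room temperature with a 500nM (2x) first reagent, then RGS4 at 900nM (2x) plus Transcreener GDP mix added; fluorescence polarization (620/688 nm) read before and after 90 min at 30 °C.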
Vif-APOBEC3F blk = blocks the Vif interaction with APOBEC3F | HeLa A3F-eYFP + Vif (tagged APOBEC3F with the HIV-1 protein that degrades it), YFP fluorescence increase | AID 602313 | Potency, µM (highest dose often 46.1 µM), inactives show top-dose activity, negative = active | hit rate 0.2% among 390,000; also: potency is read from the fitted curve at half-maximal effect; % of control where 0% means no effect; nearly all actives have a fitted effect of over 65% in size
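HeLa cells stably expressing A3F-eYFP plus Vif, plated and incubated overnight at 37 deg C, then exposed to compounds overnight at 37 deg C. Blocked degradation read as raised yellow fluorescence (Ex 488/Em 500-530).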
12-LOX inh = blocks human arachidonate 12S-lipoxygenase. Potency, µM (titrated, usually from 108 µM), for the others: at the highest dose activity change, negative = inhibition, hits mostly inhibitors. purified 12hLO, xylenol orange hydroperoxide absorbance. hit rate 1.1% among 580,000. P18054; also: potency is read from the fitted curve at half-maximal effect; % is scaled to controls: 0 for no effect and ±100 for the full control effect
Target sequence (P18054 whole entry, looked up): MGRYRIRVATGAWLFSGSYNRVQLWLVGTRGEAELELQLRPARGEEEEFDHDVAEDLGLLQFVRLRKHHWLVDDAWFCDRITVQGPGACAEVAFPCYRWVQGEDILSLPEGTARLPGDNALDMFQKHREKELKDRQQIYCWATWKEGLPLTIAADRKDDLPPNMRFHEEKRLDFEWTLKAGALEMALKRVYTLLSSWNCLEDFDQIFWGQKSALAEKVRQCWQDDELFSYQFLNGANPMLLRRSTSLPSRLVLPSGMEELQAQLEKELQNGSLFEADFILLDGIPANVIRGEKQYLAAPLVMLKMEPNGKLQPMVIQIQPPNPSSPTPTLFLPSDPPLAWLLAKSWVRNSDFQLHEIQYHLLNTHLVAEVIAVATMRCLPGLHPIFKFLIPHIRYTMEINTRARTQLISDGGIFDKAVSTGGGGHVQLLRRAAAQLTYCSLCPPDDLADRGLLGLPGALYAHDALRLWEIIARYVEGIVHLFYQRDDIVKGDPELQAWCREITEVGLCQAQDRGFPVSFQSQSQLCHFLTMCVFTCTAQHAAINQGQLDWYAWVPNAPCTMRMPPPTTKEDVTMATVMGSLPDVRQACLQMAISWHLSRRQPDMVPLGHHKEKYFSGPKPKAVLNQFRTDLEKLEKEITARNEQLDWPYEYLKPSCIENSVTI
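Purified human 12hLO at 150 nM in 25 mM Hepes, 0.01% Triton X-100, pH 7.0, preincubated 15 min at room temperature with compound. Reaction started with 40 uM arachidonic acid, 30 min at room temperature. Hydroperoxide measured by Fe-xylenol orange, 573/405 nm absorbance ratio.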
ERG Ets-DNA blk = inhibitors of human ERG Ets domain-DNA interaction. Potency, µM (top dose mostly 76.9 µM), inactives show at the top dose FP activity, negative = inhibition, usual class: inhibitors. hit rate 0.028% among 370,000. fluorescence polarization, His-ERG Ets domain / labelled DNA; active = well fitted inhibition curve with a large enough effect in the polarisation, with a control signal flat; inconclusive = small, poorly fitted or top-dose-only effect, or effect the other way, or a change in a side signal; inactive = no such curve, though single readings can be large or run the other way; the % refers to the polarisation;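 also: polarization taken with two DNA probes labelled with fluorescein and Texas red; potency is read from the fitted curve at half-maximal effect; % of control where 0% means no effect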
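His-tagged ERG Ets domain (1 uM in the protein solution; 300mM KCl, 50mM Tris-HCl, 1mM EDTA, 1mM DTT, pH 7.5) received compound, then a probe mix of 5 nM fluorescein-DNA and 100nM Texas-615-DNA. Fluorescence polarization was read for both dyes.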
LDHA inh = inhibitors of human lactate dehydrogenase A | P00338 | purified LDHA, NADH/diaphorase-resazurin fluorescence; hits give low values | activity change, % (values are at about 110 or 230 µM) | hit rate 0.15% among 480,000; in the data active = activity change below about -30%; inconclusive = mostly about -25% to -30%;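 also: plate controls were DMSO wells for no effect and wells without enzyme for full effect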
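Human LDH5 at 2 nM final in Tris HCl pH 7.4 with 0.06 mM NADH and 0.2 mM pyruvate, reacted 5 minutes at room temperature. Remaining NADH coupled via diaphorase/resazurin; resorufin fluorescence read at 0 and 20 minutes, normalized to enzyme-free and DMSO wells.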
Vif-APOBEC3G blk = blocks the Vif interaction with human APOBEC3G; hit rate 0.076% among 410,000; HeLa A3G-eYFP + Vif (tagged APOBEC3G with the HIV-1 protein that degrades it), YFP fluorescence, overnight; Q9HC16; Potency, µM (top dose mostly 46.1 µM), without a hit: at the top dose activity, negative = active, actives largely listed as inhibitors; AID 602310;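 also: potency is read from the fitted curve at half-maximal effect; % is scaled to controls: 0 for no effect and ±100 for the full control effect; nearly all actives have a fitted effect of over 60% in size; hits raise eYFP signal because A3G escapes Vif-driven loss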
Target sequence (Q9HC16 whole entry, looked up): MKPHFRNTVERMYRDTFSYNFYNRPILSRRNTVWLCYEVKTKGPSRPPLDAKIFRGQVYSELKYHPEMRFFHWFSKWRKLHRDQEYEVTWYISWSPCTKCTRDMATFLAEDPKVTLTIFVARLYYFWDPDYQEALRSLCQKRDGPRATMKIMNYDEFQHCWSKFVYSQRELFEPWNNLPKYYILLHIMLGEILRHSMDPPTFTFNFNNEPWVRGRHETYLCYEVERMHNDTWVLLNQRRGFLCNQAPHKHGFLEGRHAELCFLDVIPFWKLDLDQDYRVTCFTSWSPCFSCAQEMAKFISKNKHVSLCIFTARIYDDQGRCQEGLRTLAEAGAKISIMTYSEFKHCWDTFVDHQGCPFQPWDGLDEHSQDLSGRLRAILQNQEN
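Read-out is eYFP fluorescence (Ex 488/Em 500-530) from Vif-expressing HeLa A3G-eYFP cells; more signal means A3G escaped Vif-mediated degradation. Cells plated overnight, compound pinned in, incubated overnight at 37 deg C.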
D2 ag = D2 dopamine receptor (human) agonism; HEK293 T-REx D2 cells, calcium flux agonist mode; activation, % at 2 µM; hit rate 0.53% among 340,000; AID 485358;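 active = activation over 3 SD above normal in the single-dose calcium agonist read, cut at about 30% in these data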; also: 0% is about no effect
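Tetracycline-induced HEK293 Trex cells with D2 receptor force-coupled to calcium signaling, plated overnight at 30 C and loaded with no-wash calcium dye. Calcium flux read kinetically for 180 s after compound addition; responses flag agonists.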
* marks the source's active call; other numbers are inactive results; ? = inconclusive; / = not tested or not shown; & = joins results of further samples; [ ] = remark or other dose. Unless noted, calls follow the shape of the dose curve; as a rule, active = well fitted curve in the direction sought with a large enough effect; inconclusive = small, poorly fitted or top-dose-only effect, or another doubt; inactive = no such curve, though single readings can be large; an effect the other way counts as inactive or inconclusive.

Start of the listing, in advance:
SMILES | D2 antagonist | Glioma ERSR ind | RGS4 inh | Vif-APOBEC3F blk | 12-LOX inh | ERG Ets-DNA blk | LDHA inh | Vif-APOBEC3G blk | D2 ag
CC(NC(=O)c1ccco1)C(=O)N1CCN(c2cccc(C(F)(F)F)c2)CC1 (stereo not given) | 26 | -3% | 2% | -17% | 6% | -3% | 2 | 0% | 0.5
O=[N+]([O-])c1ccccc1-c1nc(-c2ccc(Br)o2)no1 | -5 | -1% | -21% | 5% | -22% | -5% | 1 | -13% | 0.2

The whole of this part, from the first entry:
SMILES | D2 antagonist | Glioma ERSR ind | RGS4 inh | Vif-APOBEC3F blk | 12-LOX inh | ERG Ets-DNA blk | LDHA inh | Vif-APOBEC3G blk | D2 ag
CC(NC(=O)c1ccco1)C(=O)N1CCN(c2cccc(C(F)(F)F)c2)CC1 (stereo not given) | 26 | -3% | 2% | -17% | 6% | -3% | 2 | 0% | 0.5
O=[N+]([O-])c1ccccc1-c1nc(-c2ccc(Br)o2)no1 | -5 | -1% | -21% | 5% | -22% | -5% | 1 | -13% | 0.2
COc1ccc(/C=C/C(=O)OCC(=O)N2CCCCCC2)c(OC)c1 | 10 | 1% | 30% | -3% | 1% | 9% | -4 | 5% | -0.4
CN=c1scc(-c2ccc(OC)cc2)n1/N=C(\C)c1cccnc1 | -1 | -4% | 13% | 7% | 12% | -12% | -6 | 1% | -0.3
Nc1cccc(Cl)c1N1CCOCC1 | 2 | -5% | -36%[56.9 µM] | -3% | 13% | 9% | -2 | 2% | -0.3
CCc1ccccc1NC(=O)c1cc(S(=O)(=O)N2CCCc3ccccc32)ccc1F | / | -3% | 20% | 0% | 0% | 3% | 0 | -3% | -0.1
O=S(=O)(c1ccc(F)cc1)N1CCC(n2cnc3ccccc32)CC1 | 20 | -2% | -48% | 6% | -2% | 48%[activator] | -8 | 0% | 0.1
C=CCn1c(O)c(N=NC(=O)c2ccc3c(c2)OCO3)c2ccccc21 | 15 | 5% | -17% | -2% | 49%[activator] | 11% | 0 | 0% | 0.7
CCCC(=O)NCCc1ccc(S(N)(=O)=O)cc1 | -5 | -5% | -9% | -2% | -6% | 8% | -10 | 0% | -0.3
O=C(C1CCC(=O)N(C2CCCC2)C1)N1CCN(Cc2cccc(F)c2)CC1 (stereo not given) | -1 | -1% | 0% | 3% | -7% | 19% | 0 | 5% | -3.2
Cc1ccc(NC(=O)CSc2nc3ncc(Br)cc3[nH]2)cc1C | 7 | -2% | -5%[56.9 µM] | 4% | -15% | -8% | -6 | 2% | 0.1
Cc1c(C(=O)Nc2cccc(-c3nc4ccccc4s3)c2)oc2ccccc12 | / | -1% | -4% | -5% | -25% | -2% | -12 | 1% | -1.8
Cc1ccc(NC(=O)c2ccc([N+](=O)[O-])s2)cc1S(=O)(=O)N1CCOCC1 | / | -10% | -40% | 5% | 1% | 1% | -4 | ? | /
CCCCCC(O)(c1ccccc1)C(CN1CCOCC1)c1ccccc1 (stereo not given) | 2 | -1% | -3% | -16% | ? | 106%[activator] | -3 | -1% | -0.2
CC(C)(C)OC(=O)[C@H](Cc1ccccc1)NC(=O)c1nc[nH]c1C(=O)N[C@@H](CCCCN)C(=O)OC(C)(C)C | / | -4% | -23% | -15% | -17% | -8% | 0 | 2% | /
O=C(Nc1ccc(OC(F)F)c(Cl)c1)c1ccccn1 | 8 | 6% | -4%[56.9 µM] | -1% | -12% | -8% | -8 | 7% | 0.2
Cn1c(=O)c2c(nc(CN3CCc4ccccc4C3)n2CCCO)n(C)c1=O | / | -1% | -10% | -2% | ? | -1% | -7&0 | -6% | /
O=C(Nc1ccc2c(c1)Cc1ccccc1-2)c1ccc(Br)o1 | -3 | -5% | 4% | -4% | 13% | 2% | -6 | -1% | 0.2
N#Cc1ccc(NC(=O)Nc2cccc(C#N)c2)cc1 | 16 | 4% | 16% | 0% | 0% | 1% | -7 | -1% | 11
O=C(Nc1ccc(OC(F)(F)F)cc1)C1CC(c2ccc(F)cc2)=NO1 (stereo not given) | -5 | -2% | -17% | 2% | 2% | -4% | -6 | -3% | -1.0
COCc1ccc(C(=O)NC2CC(C)(C)Cc3c2cnn3-c2ccc(C)cc2)o1 (stereo not given) | 16 | 0% | 17% | -1% | 4% | 2% | -4 | -2% | 0.7
CC(C)c1cc(N2CCC(=O)NC2=O)cc(C(=O)O)c1O | -11 | -2% | 0% | -6% | -22% | 12% | 1 | 3% | 1.3
Cc1ccc(NC2=NCC(=O)N2Cc2ccc3c(c2)OCO3)c(C)c1 | 1 | -2% | -3% | / | ? | 3% | 1 | -2% | 0.1
O=C(Nc1ccc2oc(-c3cccc(Cl)c3Cl)nc2c1)c1cccc(Br)c1 | / | -3% | -12% | -24% | ? | -5% | -9 | -1% | -1.7
CCC(=O)NC(c1cccc([N+](=O)[O-])c1)c1c(O)ccc2ccccc12 (stereo not given) | -2 | -3% | 3% | 13% | -23% | 0% | 6 | 2% | -0.2
Cc1ccccc1OCCc1c(C)[nH]c(=S)[nH]c1=O | 3 | -8% | -11% | -15% | ? | -10% | -8 | ? | -0.4
CCCCN1C(=O)C(=O)N(c2ccccc2)C1=S | -2 | 5% | 3% | 8% | -12% | / | -16 | -4% | 0.4
CCOc1ccc(CN(C)C(C)C(=O)NCCc2ccc(F)cc2)cc1 (stereo not given) | -1 | -5% | 14% | 3% | 2% | 0% | -6 | 1% | -0.6
Cc1ccc(NC(=O)CN2C(=O)NC(C)(c3ccc4c(c3)OCO4)C2=O)cc1 (stereo not given) | / | 0% | -29% | -7% | -1% | -1% | -5 | -3% | /
COc1cc(O)oc1C=Nc1ccc(C(=O)O)cc1 | -17 | -5% | 13% | -11% | -19% | -2% | -14 | -1% | 0.6
COc1cc(NC(=O)CN2CCN(c3ccc(F)cc3)CC2)cc(OC)c1 | / | -2% | -19% | -18% | -19% | 0% | 2 | 6% | -2.7
Cc1cccc(N2CC(C(=O)Nc3ccccc3N3CCCC3)CC2=O)c1C (stereo not given) | -2 | -4% | 7% | -21% | 9% | 6% | 0 | -8% | 0.0
O=C(CCc1ccccc1)Nc1c(F)cccc1F | / | 3% | 10% | -14% | 0% | 0% | -12 | 1% | /
COc1ccc(NC(=O)Cn2nnc(-c3ccccc3N)n2)cc1OC | 0 | 0% | 0% | -10% | -6% | / | -2 | -2% | 0.0
CC(=O)c1ccc(OCc2cc(C(=O)N3CC[C@@H]4CCCC[C@H]4C3)no2)cc1 | 3 | 2% | -37% | -4% | ? | 7% | -2 | 0% | -0.8
CCOC(=O)c1c(NC(=O)CN2CCOCC2)sc(C(=O)NC)c1C | -3 | -2% | 4% | -2% | ? | -3% | 2 | -1% | -0.9
CCC(C)NC(=O)CC(NS(=O)(=O)c1ccc(Cl)cc1)c1ccco1 (stereo not given) | 12 | 0% | 19% | -3% | 0% | 2% | 0 | -1% | 0.1
CC(NS(=O)(=O)c1ccc([N+](=O)[O-])cc1)C(c1cccs1)N1CCOCC1 (stereo not given) | 2 | -5% | -12%[11.4 µM] | -18% | -3% | 0% | 2 | 2% | 0.2
CCOC(=O)c1cccnc1SC(CC)C(=O)NCc1ccco1 (stereo not given) | -29 | 1% | 5% | -3% | ? | 12% | -2 | 2% | -1.4
COCC(=O)NCc1ccc2c(c1)cc(C)n2C | -3 | -3% | -14% | 0% | -5% | ? | 19 | 0% | -0.2
COc1ccc(/C(C)=C2\SC(=S)N(CCC(=O)O)C2=O)cc1 | 10 | -3% | -37% | 0% | -3% | 21% | 0 | 4% | 1.0
CCOC(=O)N1CCc2c(sc3ncn(Cc4ccc(F)cc4)c(=O)c23)C1 | / | -5% | -18% | 1% | -3% | 37%[activator] | 0 | -7% | /
CC(=O)c1ccc(NC(=O)COC(=O)c2ccccc2N=Nc2ccc(N(C)C)cc2)cc1 | 3 | 4% | -18% | 1% | 0% | 17% | 5 | 0% | 0.0
Cc1nc2ncnn2c(C)c1CCC(=O)NCc1ccccc1 | 5 | -3% | -24% | -6% | -2% | 4% | 0 | -1% | 1.4
CC(=O)CSc1nc(-c2cccs2)c(C#N)c(=O)[nH]1 | -5 | -7% | -5% | 11% | ? | 9% | -3 | -2% | -1.1
CSCCC1C(=O)OC2(C)CC(C)(C)NC(=S)N12 (stereo not given) | / | -4% | 42% | 3% | ? | -11% | ? | 0% | /
CSC1=C(C#N)C(c2sccc2C)CC(=O)N1 (stereo not given) | 6 | -4% | 3% | -10% | -18% | 1% | 0 | -6% | 0.1
O=C(O)c1cccc(Oc2ccccc2[N+](=O)[O-])c1 | -8 | -3% | -9% | 3% | 2% | / | -6 | 0% | 8.5
CCCCN(C)C(=O)c1nc2ccccn2c1CN1CCSCC1 | -3 | -1% | 24% | -2% | -15% | 1% | -4 | 0% | 0.0
CN(C)/N=C/c1ccc(OC(=O)c2cccc([N+](=O)[O-])c2)cc1 | -9 | 8% | 12% | 9% | -10% | 3% | -14 | 1% | 0.2
O=C(Nc1ccn(Cc2ccccc2F)n1)c1ccc(COc2ccccc2Cl)cc1 | -8 | -3% | -25% | -2% | -2% | 4% | -1 | -10% | 1.9
O=C(CCNC(=O)c1ccc(Br)cc1)Nc1cccc(S(=O)(=O)N2CCCCCC2)c1 | -5 | -6% | -27% | 0% | -12% | / | -2 | 0% | -0.1
O=C(CSc1nnnn1-c1ccc(Cl)cc1)NNC(=O)c1ccc([N+](=O)[O-])cc1 | -9 | -4% | -15% | 1% | -4% | / | -10 | 0% | -0.5

Some of the compounds tested, so the mix of outcomes need not match the whole.
